PAD4 FP inh: blocks human protein arginine deiminase 4; Q9UM07; recombinant PAD4, RCA probe fluorescence polarization; inhibition, % at 6.36 µM; 330,000 tested, 0.41% active; AID 485272;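 active = percent inhibition above a cutoff equal to the mean of all tested compounds plus 3 SD, cut at about 15% in these data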;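 also: 0% = PAD4 with RCA probe and DMSO and 100% = probe without PAD4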
PME-1 primary: blocks human protein phosphatase methylesterase 1 | Q9Y570 | recombinant PME-1, FP-Rh probe fluorescence polarization | inhibition, % at 5.9 µM | 320,000 tested, 0.53% active;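 active = inhibition above the campaign mean of all compounds plus 3 SD, cut at about 26% in these data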;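 also: competitive labeling of PME-1 active site by serine hydrolase directed probe; 0% = PME-1 with DMSO and 100% = wells lacking PME-1 enzyme; inhibitors block probe labeling so polarization falls and inhibition rises; many of its hits are not listed in these tables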
Target sequence (Q9Y570 whole entry, looked up): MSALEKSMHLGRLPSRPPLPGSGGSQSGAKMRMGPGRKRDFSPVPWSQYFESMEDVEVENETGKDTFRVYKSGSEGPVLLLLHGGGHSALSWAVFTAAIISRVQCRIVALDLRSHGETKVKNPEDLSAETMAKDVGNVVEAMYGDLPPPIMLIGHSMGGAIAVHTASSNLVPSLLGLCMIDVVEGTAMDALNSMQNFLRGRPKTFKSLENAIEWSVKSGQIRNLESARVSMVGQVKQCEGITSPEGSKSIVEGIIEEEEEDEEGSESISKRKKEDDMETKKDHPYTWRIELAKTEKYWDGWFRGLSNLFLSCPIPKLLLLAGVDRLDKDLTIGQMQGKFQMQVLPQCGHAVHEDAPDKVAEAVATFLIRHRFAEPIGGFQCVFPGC
GSTO1 inh: blocks human GSTO1 in RBBP9 counter-screen; P78417; recombinant GSTO1, activity-based probe fluorescence polarization; inhibition, % at 5.96 µM; 300,000 tested, 1.1% active; AID 1974;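 active = inhibition above the campaign mean inhibition plus 3 SD, cut at about 35% in these data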;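 also: 0% = GSTO1-1 with DMSO and 100% = wells lacking GSTO1-1 enzyme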
PAFAH2 inh: inhibitors of human PAFAH2 | recombinant PAFAH2, FP-rhodamine activity probe, fluorescence polarization | AID 492956 | 340,000 tested, 0.99% active | Q99487 | inhibition, % at 3.39 µM;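 active = inhibition above the mean over all tested compounds plus 3 SD, cut at about 30% in these data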;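 also: inhibitors block probe labeling of enzyme so polarization drops; 0% = enzyme with DMSO and 100% = wells lacking PAFAH2 protein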
Fam108B inh: counter-screen for RBBP9 inhibitors: inhibitors of mouse Fam108B | inhibition, % at 9.51 µM | 300,000 tested, 0.33% active | recombinant Fam108B, FP-Rh probe fluorescence polarization | AID 1947;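 active = inhibition above the screen mean inhibition plus 3 SD, computed separately per campaign, cut at about 18% in these data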;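 also: inhibitors lower polarization as less probe binds the enzyme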
LYPLA1 inh: blocks human lysophospholipase 1, a PME1 counter-screen; AID 2174; recombinant LYPLA1, FP-Rh probe fluorescence polarization; inhibition, % at 5.9 µM; 320,000 tested, 0.16% active;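 active = inhibition above the mean of all tested compounds plus 3 SD, set per campaign, cut at about 14% in these data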;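 also: inhibitors block serine hydrolase probe labeling of LYPLA1 so polarization falls; 0% = enzyme with DMSO and 100% = wells lacking LYPLA1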
Target sequence (O75608 whole entry, looked up): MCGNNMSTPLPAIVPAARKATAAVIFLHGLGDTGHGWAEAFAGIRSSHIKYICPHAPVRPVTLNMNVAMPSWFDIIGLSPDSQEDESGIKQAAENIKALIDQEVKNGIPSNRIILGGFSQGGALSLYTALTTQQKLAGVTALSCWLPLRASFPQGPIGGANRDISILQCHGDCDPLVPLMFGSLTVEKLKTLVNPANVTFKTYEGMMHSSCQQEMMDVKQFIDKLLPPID
pPAFAH inh: inhibitors of human plasma PAF acetylhydrolase (pPAFAH); Q13093; recombinant pPAFAH, FP-rhodamine probe fluorescence polarization; inhibition, % at 3.39 µM; 330,000 tested, 1.5% active;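 active = inhibition above the mean inhibition across the screen plus 3 SD, cut at about 25% in these data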;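 also: inhibitors block binding of the rhodamine activity-based probe so polarization drops; 0% = enzyme with DMSO and 100% = wells lacking pPAFAH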
PAFAH1B2 FP inh: PAFAH1B2 (human) inhibition; P68402; recombinant PAFAH1B2, FP-rhodamine activity probe, fluorescence polarization; inhibition, % at 3.39 µM; 340,000 tested, 1.2% active; AID 492953;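 active = inhibition above the mean of all tested compounds plus 3 SD, cut at about 24% in these data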;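 also: 0% = enzyme with DMSO and 100% = wells lacking PAFAH1B2; many of its hits are not listed in these tables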
Target sequence (P68402 whole entry, looked up): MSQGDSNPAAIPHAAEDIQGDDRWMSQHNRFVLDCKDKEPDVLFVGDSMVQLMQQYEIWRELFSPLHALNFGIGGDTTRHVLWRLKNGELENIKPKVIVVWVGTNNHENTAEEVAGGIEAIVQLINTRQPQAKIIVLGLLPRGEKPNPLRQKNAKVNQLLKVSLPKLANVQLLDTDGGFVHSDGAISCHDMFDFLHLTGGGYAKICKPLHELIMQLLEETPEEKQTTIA
PAFAH1B3 inh: PAFAH1B3 (human) inhibition; 340,000 tested, 0.28% active; recombinant PAFAH1B3, FP-rhodamine probe, fluorescence polarization; inhibition, % at 3.39 µM;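 active = inhibition above the screen-wide average of all tested compounds plus 3 SD, cut at about 25% in these data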;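 also: 0% = enzyme with DMSO only and 100% = wells lacking PAFAH1B3 protein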
The depositor's hits bear a star. Only part of the results is shown; count on the stated rates, not on these rows.

For CCN(CC)CCCN1C=C2C(=O)C(C)(OC(=O)CCC(=O)OC)C(=O)C(Br)=C2C=C1c1ccc(OC)cc1 (centres undefined) the results were PAD4 FP inh -19, PME-1 primary 4, GSTO1 inh 33, PAFAH2 inh -2, Fam108B inh 7, LYPLA1 inh -5, pPAFAH inh 22, PAFAH1B2 FP inh 8 and PAFAH1B3 inh 11.
For CN(CC(=O)Nc1ccccc1Cl)C(=O)COC(=O)/C=C/c1cccs1 the results were PAD4 FP inh 2, PME-1 primary -4, PAFAH2 inh 3, LYPLA1 inh -1, pPAFAH inh 3, PAFAH1B2 FP inh 1 and PAFAH1B3 inh 7.
`C=CCn1c(CCCNC(=O)c2ccccc2OC)nc2ccccc21` gave PAD4 FP inh 0, PME-1 primary 9, GSTO1 inh 1, PAFAH2 inh -8, Fam108B inh 4, LYPLA1 inh 3, pPAFAH inh -2, PAFAH1B2 FP inh 6 and PAFAH1B3 inh 1.
For O=C(NC(NC(=S)Nc1ccc(Cl)c(Cl)c1)C(Cl)(Cl)Cl)c1ccco1 (centres undefined) the results were PAD4 FP inh -10, PME-1 primary -31, GSTO1 inh -42, PAFAH2 inh -21, Fam108B inh -26, LYPLA1 inh -23, pPAFAH inh -14, PAFAH1B2 FP inh -8 and PAFAH1B3 inh -7.
For CCCN1CCc2c(sc(NC(=O)c3ccc(S(=O)(=O)N4CCCC4)cc3)c2C(N)=O)C1 the results were PAD4 FP inh -6, PME-1 primary 7, GSTO1 inh -25, PAFAH2 inh 7, Fam108B inh -4, LYPLA1 inh -3, pPAFAH inh 9, PAFAH1B2 FP inh -7 and PAFAH1B3 inh -5.
COc1ccc(/C=N/Nc2nc(C)nc(N)n2)cc1 was read as PAD4 FP inh 1, PME-1 primary 1, GSTO1 inh -8, PAFAH2 inh -1, Fam108B inh -1, LYPLA1 inh -4, pPAFAH inh 2, PAFAH1B2 FP inh 2 and PAFAH1B3 inh 13.
C#Cc1ccc([C@@H]2C=C(C(=O)N3CCOCC3)O[C@H](OCC)[C@H]2CCCO)cc1 was read as PAD4 FP inh 0, PME-1 primary -2, GSTO1 inh -5, PAFAH2 inh 4, Fam108B inh 0, LYPLA1 inh -1, pPAFAH inh -3, PAFAH1B2 FP inh 4 and PAFAH1B3 inh 5.
Screening Cc1ccc([N+](=O)[O-])cc1-c1ccc(/C=C(\C#N)c2[nH]nc(N)c2C#N)o1 returned PAD4 FP inh -5, PME-1 primary -5, GSTO1 inh 27, PAFAH2 inh 22, Fam108B inh 0, LYPLA1 inh 5, pPAFAH inh 30*, PAFAH1B2 FP inh 2 and PAFAH1B3 inh 5.
O=C(CCCc1ccccc1)Nc1ccc2c(c1)OCCO2 was read as PAD4 FP inh 1, PME-1 primary 3, GSTO1 inh 6, PAFAH2 inh 2, Fam108B inh 0, LYPLA1 inh -2, pPAFAH inh 5, PAFAH1B2 FP inh 6 and PAFAH1B3 inh -5.
`O=C1c2ccccc2C(=O)N1OS(=O)(=O)c1ccc(F)cc1` gave PAD4 FP inh 1, PME-1 primary -2, GSTO1 inh 4, PAFAH2 inh 1, Fam108B inh 9, LYPLA1 inh 0, pPAFAH inh 4, PAFAH1B2 FP inh 7 and PAFAH1B3 inh 6.
`CCN1CCCC1CNC(=O)c1ccc2c(c1)N(Cc1ccccc1F)C(=O)c1ccccc1S2(=O)=O` (centres undefined) gave PAD4 FP inh 1, PME-1 primary -9, GSTO1 inh -2, PAFAH2 inh 2, Fam108B inh -4, LYPLA1 inh 3, pPAFAH inh -2, PAFAH1B2 FP inh 2 and PAFAH1B3 inh -2.
`O=c1c2[nH]c3ccccc3c2nc2n1CCS2` gave PAD4 FP inh 4, PME-1 primary 3, GSTO1 inh -10, PAFAH2 inh -7, Fam108B inh 2, LYPLA1 inh -1, pPAFAH inh 2, PAFAH1B2 FP inh 2 and PAFAH1B3 inh 7.
For CC(=O)CSc1ncnc2scc(-c3ccc(F)cc3)c12 the results were PAD4 FP inh 1, PME-1 primary 6, GSTO1 inh 1, PAFAH2 inh 6, Fam108B inh 4, LYPLA1 inh -5, pPAFAH inh 16, PAFAH1B2 FP inh 4 and PAFAH1B3 inh 8.
CC1CN(C(=O)COC(=O)c2ccccc2O)CC(C)O1 (centres undefined) was read as PAD4 FP inh 5, PME-1 primary 1, GSTO1 inh 2, PAFAH2 inh 6, Fam108B inh -3, LYPLA1 inh -3, pPAFAH inh 7, PAFAH1B2 FP inh -2 and PAFAH1B3 inh 4.
CCN1CC(CN(C)Cc2cn(-c3ccc(C)cc3)nc2-c2ccc(F)cc2)CC1=O (centres undefined) was read as PAD4 FP inh 4, PME-1 primary -1, GSTO1 inh -1, PAFAH2 inh 9, Fam108B inh -1, LYPLA1 inh -2, pPAFAH inh 2, PAFAH1B2 FP inh 1 and PAFAH1B3 inh 5.
O=C(CCCCCN1C(=O)C2C3C=CC(C3)C2C1=O)Nc1nccs1 (centres undefined) was read as PAD4 FP inh 0, PME-1 primary 5, GSTO1 inh 1, PAFAH2 inh 0, Fam108B inh 3, LYPLA1 inh -2, pPAFAH inh -4, PAFAH1B2 FP inh 8 and PAFAH1B3 inh 5.
`CCOc1ccc(CN2CCN(Cc3ccc(C)o3)CC2CCO)cc1` (centres undefined) gave PAD4 FP inh -1, PME-1 primary 7, GSTO1 inh 6, PAFAH2 inh -4, Fam108B inh 2, LYPLA1 inh 0, pPAFAH inh 1, PAFAH1B2 FP inh -3 and PAFAH1B3 inh 3.
Screening Cc1c(OCC(=O)N2CCN(c3ccccc3)CC2)ccc2c3c(c(=O)oc12)CCCC3 returned PAD4 FP inh -1, PME-1 primary -7, GSTO1 inh -2, PAFAH2 inh -8, Fam108B inh 6, LYPLA1 inh 2, pPAFAH inh 5, PAFAH1B2 FP inh 0 and PAFAH1B3 inh 3.
CC1(C)C(=O)Nc2ccccc2N1C(=O)COc1cc(Cl)ccc1Cl was read as PAD4 FP inh 3, PME-1 primary 4, PAFAH2 inh 10, LYPLA1 inh 1, pPAFAH inh 0, PAFAH1B2 FP inh 6 and PAFAH1B3 inh 8.
`O=C(C1CCCN(S(=O)(=O)c2cccs2)C1)N1CCN(C2CCCCC2)CC1` (centres undefined) gave PAD4 FP inh -2, PME-1 primary -6, GSTO1 inh 0, PAFAH2 inh -3, Fam108B inh 3, LYPLA1 inh -1, pPAFAH inh 8, PAFAH1B2 FP inh -1 and PAFAH1B3 inh 9.
For NC(=O)c1ccc(-c2ccc(Br)cc2)o1 the results were PAD4 FP inh 2, PME-1 primary 3, GSTO1 inh -6, PAFAH2 inh -3, Fam108B inh -2, LYPLA1 inh 6, pPAFAH inh 6, PAFAH1B2 FP inh -1 and PAFAH1B3 inh 11.
For O=C(NCCN1CCOCC1)c1ccc2c(c1)N(Cc1ccccc1F)C(=O)CS2 the results were PAD4 FP inh -3, PME-1 primary 0, GSTO1 inh -2, PAFAH2 inh -9, Fam108B inh 0, LYPLA1 inh -4, pPAFAH inh 2, PAFAH1B2 FP inh 4 and PAFAH1B3 inh -1.
`O=C(NCc1ccccc1)NC(=O)c1ccccc1F` gave PAD4 FP inh -5, PME-1 primary -3, GSTO1 inh 2, PAFAH2 inh 3, Fam108B inh -3, LYPLA1 inh 0, pPAFAH inh 6, PAFAH1B2 FP inh 2 and PAFAH1B3 inh 8.
Screening O=C(O)CN1C(=O)CC(c2ccccc2)CC1=O returned PAD4 FP inh -4, PME-1 primary -6, GSTO1 inh 3, PAFAH2 inh -3, Fam108B inh 2, LYPLA1 inh 0, pPAFAH inh -3, PAFAH1B2 FP inh -2 and PAFAH1B3 inh 8.
`CC(=O)Nc1ccc(NC(=O)COC(=O)c2ccc(S(=O)(=O)NCc3ccco3)cc2)cc1` gave PAD4 FP inh 3, PAFAH2 inh -8, pPAFAH inh 10, PAFAH1B2 FP inh -3 and PAFAH1B3 inh 3.
Screening O=C1c2cccc3c([N+](=O)[O-])ccc(c23)C(=O)N1CCc1ccccn1 returned PAD4 FP inh 2, PME-1 primary 4, GSTO1 inh -5, PAFAH2 inh 6, Fam108B inh 5, LYPLA1 inh 3, pPAFAH inh 4, PAFAH1B2 FP inh 10 and PAFAH1B3 inh 14.
Screening Cn1ccsc1=NC(=O)c1cccc(OC(F)F)c1 returned PAD4 FP inh 3, PME-1 primary -1, GSTO1 inh -4, PAFAH2 inh 0, Fam108B inh 2, LYPLA1 inh -1, pPAFAH inh -2, PAFAH1B2 FP inh 5 and PAFAH1B3 inh 7.
Screening Cc1cc2oc(C(=O)NCc3ccc(S(N)(=O)=O)cc3)c(C)c2cc1C returned PAD4 FP inh -1, PME-1 primary -10, GSTO1 inh -6, PAFAH2 inh -1, Fam108B inh -2, LYPLA1 inh -3, pPAFAH inh 1, PAFAH1B2 FP inh 4 and PAFAH1B3 inh -1.
Screening CC(=O)NN1C(=O)c2ccc(Oc3ccc([N+](=O)[O-])cc3)cc2C1=O returned PAD4 FP inh -3, PME-1 primary -2, GSTO1 inh 1, PAFAH2 inh 6, Fam108B inh -2, LYPLA1 inh 0, pPAFAH inh -5, PAFAH1B2 FP inh 20 and PAFAH1B3 inh 4.
O=C(c1cc2cc(Cl)ccc2oc1=O)N1CCCC1 was read as PAD4 FP inh 0, PME-1 primary 4, GSTO1 inh 5, PAFAH2 inh 2, Fam108B inh 4, LYPLA1 inh 1, pPAFAH inh 3, PAFAH1B2 FP inh 2 and PAFAH1B3 inh 6.
Cc1cc2n(n1)C(c1cn(-c3ccccc3)nc1C)Nc1c(C)cccc1-2 (centres undefined) was read as PAD4 FP inh -5, PME-1 primary -2, GSTO1 inh -5, PAFAH2 inh -7, Fam108B inh -6, LYPLA1 inh 1, pPAFAH inh -4, PAFAH1B2 FP inh -1 and PAFAH1B3 inh 0.
Cc1cc(NCCCn2ccnc2)n2c(nc3ccccc32)c1C#N was read as PAD4 FP inh -1, PME-1 primary -1, GSTO1 inh 1, PAFAH2 inh -3, Fam108B inh -3, LYPLA1 inh 2, pPAFAH inh 6, PAFAH1B2 FP inh 2 and PAFAH1B3 inh 3.
Cc1ccc2occ(C(c3nnnn3Cc3ccccc3)N3CCOCC3)c(=O)c2c1 (centres undefined) was read as PAD4 FP inh -2, PME-1 primary -1, GSTO1 inh 7, PAFAH2 inh 0, Fam108B inh 0, LYPLA1 inh -2, pPAFAH inh -1, PAFAH1B2 FP inh 14 and PAFAH1B3 inh 3.
For Cc1ccc(-c2c[n+](CC(=O)Nc3nc(-c4ccc(F)cc4)cs3)c3n2CCC3)cc1 the results were PAD4 FP inh -4, PME-1 primary 7, GSTO1 inh 1, PAFAH2 inh 5, Fam108B inh 2, LYPLA1 inh -5, pPAFAH inh 6, PAFAH1B2 FP inh 7 and PAFAH1B3 inh 6.
Screening Cc1cc(NC(=O)COC(=O)C2CCCN2C(=O)c2cccs2)no1 (centres undefined) returned PAD4 FP inh 1, PME-1 primary 2, GSTO1 inh 4, PAFAH2 inh -3, Fam108B inh 1, LYPLA1 inh 3, pPAFAH inh 1, PAFAH1B2 FP inh 5 and PAFAH1B3 inh 4.

Screening results: PubChem BioAssay, The Scripps Research Institute Molecular Screening Center
